# CYP2C9 inh: blocks human cytochrome P450 2C9; 96,000 tested, 20% active; inhibition, % at 5 µM; CYP2C9 Supersomes, luciferin-H conversion, luminescence; P11712;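 active means blocking of liver enzyme CYP2C9 beyond about 50% at 5 µM, limit read from the data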; further: values of inactives mirror those of a sister screen read the other way
# Target sequence (P11712 whole entry, looked up): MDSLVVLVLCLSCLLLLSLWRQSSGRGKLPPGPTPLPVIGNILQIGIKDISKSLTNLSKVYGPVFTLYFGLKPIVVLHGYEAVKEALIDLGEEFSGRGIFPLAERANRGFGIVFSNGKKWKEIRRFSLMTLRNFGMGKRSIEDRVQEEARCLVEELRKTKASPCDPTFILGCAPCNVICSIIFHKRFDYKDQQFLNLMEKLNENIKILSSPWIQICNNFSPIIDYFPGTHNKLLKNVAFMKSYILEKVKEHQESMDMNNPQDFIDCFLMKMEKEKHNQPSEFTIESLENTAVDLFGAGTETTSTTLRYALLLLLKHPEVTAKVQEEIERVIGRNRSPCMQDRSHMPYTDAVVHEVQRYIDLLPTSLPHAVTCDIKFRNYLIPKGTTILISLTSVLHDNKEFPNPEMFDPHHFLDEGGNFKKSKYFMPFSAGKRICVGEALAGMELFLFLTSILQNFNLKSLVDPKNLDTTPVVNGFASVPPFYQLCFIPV
# CYP2C9 activ: activators of human CYP2C9; P11712; 96,000 tested, 1.4% active; recombinant CYP2C9, luciferin-H conversion, luminescence; stronger effect = higher value; factor 1 = untreated enzyme, 0 = blocked; activation factor at 5 µM;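 active means activation factor of 2 or more for CYP2C9 at a 5 µM dose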;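 further: 0 = sulfaphenazole-blocked wells and 1 = vehicle-only wells; values of inactives mirror those of a sister screen read the other way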
# PLK1 PBD inh: blocks phosphopeptide binding to human Plk1 polo box domain; P53350; 97,000 tested, 0.13% active; inhibition, %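 (tested at about 20 µM)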; Plk1 PBD phosphopeptide binding, fluorescence polarization; in the data active means inhibition above about 34%, passing the limit was not always enough
# PLK1 kinase inh: blocks human PLK1 kinase activity | P53350 | recombinant PLK1 kinase, TR-FRET peptide phosphorylation | inhibition, % at 10 µM | 97,000 tested, 0.53% active | AID 619;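 active means inhibition of 50% or more in the single-concentration screen; inactive means inhibition below 50%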;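 further: 0% = DMSO max control and 100% = H-89 dihydrochloride min control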
# LYP act: activators of human LYP (PTPN22) phosphatase; Q9Y2R2; recombinant LYP, DiFMUP fluorescence; 0 = plate median, 100 = signal doubled; activation, % at 2 µM; 96,000 tested, 0.11% active;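 active means activation at 2 µM above a set limit, the mean plus 5 SD, cut at about 37% in these data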
# LYP inh 2: blocks human PTPN22 phosphatase activity | recombinant LYP catalytic domain, DiFMUP fluorescence | inhibition, % at 2 µM | 96,000 tested, 0.21% active;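 active means inhibition at 2 µM at or above a set limit, the screen mean plus 3 SD, cut at about 24% in these data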;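 further: 0% = DMSO with enzyme and 100% = enzyme fully blocked by orthovanadate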
# HIV Rev-RRE inh: HIV Rev-RRE protein-RNA interaction inhibition; 97,000 tested, 0.79% active; P05866; AID 704; inhibition, % at 8 µM; Rev peptide-RRE RNA binding, FRET;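 active means inhibition above the screen-wide mean plus 3 SD, cut at about 35% in these data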;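 further: 0% = median DMSO wells and 100% = median Neomycin B control wells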
# Target sequence (P05866 whole entry, looked up): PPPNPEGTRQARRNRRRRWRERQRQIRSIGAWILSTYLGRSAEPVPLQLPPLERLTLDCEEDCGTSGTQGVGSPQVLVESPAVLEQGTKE
#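 Assay system: Rev peptide and RRE RNA, both fluorescently labelled; times: 5 min preincubation and 15 min binding, 25 °C; detection: FRET, ex 480 nm, em 540 and 671 nm; read-out basis: % inhibition from 671/540 nm acceptor-to-donor ratio, scaled between controls; benchmarks: DMSO low control, neomycin B high control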
# Candida biofilm: kills Candida albicans biofilms | C. albicans biofilm + clotrimazole, Alamar Blue | inhibition, % at 6 µM | 85,000 tested, 0.14% active;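 active means inhibition above 20%; inactive means inhibition below 20%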;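 further: preformed 24 hr biofilms exposed to compound for 48 hr; 0% = biofilm without compound and 100% = blank killed by clotrimazole plus chlorhexidine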
# EphB4 antag: antagonists of human EphB4-ephrin-B2 interaction. EphB4 LBD / TNYL-RAW-Alexa532 peptide, fluorescence polarization. inhibition, % at 7 µM. 97,000 tested, 0.15% active. AID 720;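 active means inhibition above the screen-wide mean inhibition plus 3 SD, cut at about 15% in these data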;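 further: 0% = DMSO wells and 100% = excess unlabeled TNYL-RAW peptide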
# Active calls of the source: *; · = no result given; & = joins results of further samples; ! = not active in a repeat; [ ] = dose if it differs, or a comment. An excerpt; count on the stated rates, not on these rows.
SMILES,CYP2C9 inh,CYP2C9 activ,PLK1 PBD inh,PLK1 kinase inh,LYP act,LYP inh 2,HIV Rev-RRE inh,Candida biofilm,EphB4 antag
CCCCCCn1c(N)c(C(=O)NCCN2CCOCC2)c2nc3ccccc3nc21,34,0.7,27,-8,-11,10,7,8,-2
CC12CN3CC(C)(CN(C1)C3c1cccs1)C2O (configuration not stated),-8,1.1,18,-6,6,-6,12,-2,1
Cc1cc(Cl)ccc1OC(C)C(=O)O (configuration not stated),4,1,17,-6,8,-10,2,2,-5
COc1ccc(CCn2c(O)c(C=NCCCO)c(=O)[nH]c2=O)cc1OC,4,1,0,-21,-4,4,11,·,4
CCCNS(=O)(=O)c1ccc(OCC(=O)N2CCN(Cc3ccccc3)CC2)cc1,52*,0.5,0,-10,-14,11,4,0,1
Cc1ccc(-c2nc3ccccc3c(=O)n2-c2nccs2)cc1,14,0.9,2,-8,-12,16,10,·,2
COc1cccc(N2C(=O)NC(=O)C3(Cc4cc(C)ccc4N(C)C3)C2=O)c1 (configuration not stated),84*,0.2,8,3,6,-5,3,7,-4
Cn1c(O)c(C(=O)c2ccccc2F)c(=O)n(C)c1=O,31,0.7,-7,-1,-1,-2,10,-1,8
OCCNc1c2c(nc3ccccc13)CCCC2,-3,1,6,-4,-2,1,6,-8,0
O=C1C2CCN(CC2)C1Cc1ccc(OCCOc2ccccc2)cc1 (configuration not stated),-9,1.1,8,1,2,-3,-3,8,-7
CCCCn1c(O)c(C=NC2CCCCC2N)c(=O)[nH]c1=O (configuration not stated),-25,1.3,-3,-7,0,-3,1,11,-2
O=C(c1ccc2c(c1)ncn2C1CCCCCC1)N1CCC2(CC1)OCCO2,-1,1,37,-12,-8,8,2,8,-6
O=C1NC(=O)C(CCc2ccncc2)(c2ccccc2)C(=O)N1,93*,0.1,4,-9,-4,0,4,·,-2
Cc1cccc(N2CCc3c2nc2ccccc2c3N)c1,65*!,0.9&0.3,-20&-8,3&-10,9&7,-12&-9,-1&4,1&2,4&-10
O=C(c1cc2c(s1)-c1ccccc1OC2)N1CCC2(CC1)OCCO2,25,0.8,-47,-4,2,-1,3,·,-4
Cc1nc2nc(SCC(=O)N3CCC4(CC3)OCCO4)nn2c(C)c1Cc1ccccc1,23,0.8,18,0,12,-13,2,·,-7
Clc1ccc2c(c1)C(c1ccccc1Cl)=NCc1nnc(N3CCN(CCSc4ccccc4)CC3)n1-2,68*,0.3,-24,-2,1,2,4,·,12
CCCCOc1ccc(CN2CCN(CC)CC2)cc1,5,1,12,-17,-4,6,5,0,1
CN1C(=O)/C(=C/c2ccc(N3CCCCCC3)o2)C(=O)NC1=S,·,·,-86,-42,-3,4,126*[fluorescence artefact?],6,-7
O=C(Nc1ccccc1OC(=O)N1CCOCC1)N1CCOCC1,21,0.8,9,-5,-2,0,7,-1,-2

# The last 3 records of the part above are carried over, then new ones follow:
SMILES,CYP2C9 inh,CYP2C9 activ,PLK1 PBD inh,PLK1 kinase inh,LYP act,LYP inh 2,HIV Rev-RRE inh,Candida biofilm,EphB4 antag
CCCCOc1ccc(CN2CCN(CC)CC2)cc1,5,1,12,-17,-4,6,5,0,1
CN1C(=O)/C(=C/c2ccc(N3CCCCCC3)o2)C(=O)NC1=S,·,·,-86,-42,-3,4,126*[fluorescence artefact?],6,-7
O=C(Nc1ccccc1OC(=O)N1CCOCC1)N1CCOCC1,21,0.8,9,-5,-2,0,7,-1,-2
COc1ccc(CCn2c(O)c(C=NCCN3CCCCC3)c(=O)[nH]c2=O)cc1OC,22,0.8,16,-4,20,-17,4,3,-6
C=CCN1C(=O)NC(=O)/C(=C/c2cnc(SC)nc2)C1=O,6,0.9,-6,-3,-9,14,15,·,-10
CN(C)C(=O)Oc1ccc(-c2nnco2)cc1,-8,1.1,-8,78*,·,·,4,11,3
CCOP(=O)(OCC)C(NC(=O)c1ccccc1Cl)=C(Cl)Cl,-5,1.1,24,-11,-6,8,-1,·,3
C1CNC2NCCNC2N1 (configuration not stated),-21,1.2,-5,-6,6,-7,4,7,-2
COc1ccc2c(c1)CC1(CN2C)C(=O)NC(=O)N(c2ccc(F)cc2)C1=O (configuration not stated),71*,0.3,-8,-8,0,-3,7,3,6
CCCCn1c(O)c(C(CC)=NCc2ccc3c(c2)OCO3)c(=O)[nH]c1=O,82*,0.2,15,0,2,-3,18,6,1
CCC(=NCc1ccc(F)cc1)c1c(O)n(C)c(=O)n(C)c1=O,67*,0.3,-13,0,13,-14,6,-4,7
C=CCn1c(O)c(C(C)=Nc2cc(OC)ccc2OC)c(=O)[nH]c1=O,20,0.8,-5,-5,-2,2,6,5,-3
O=C(Nc1ccc(Cl)cc1)Nc1nccs1,25,0.7,-23,17,3,-2,11,2,2
Cc1onc(-c2ccccc2)c1C(=O)N1CCC2(CC1)OCCO2,-3,1,8,-4,-6,5,8,10,9
COc1ccc(CC2C(=O)NC(=O)NC2=O)c(OC)c1,-9,1.1,-26,-11,-5,3,8,10,6
CC(=O)C1=C(C)OC(N)=C(C(=O)OC(C)C)C12C(=O)Nc1ccccc12 (configuration not stated),0,1,-2,-11,-6,3,-4,-1,-5
CC(=NCc1cccnc1)c1c(O)n(C2CCCCC2)c(=O)[nH]c1=O,51*,0.5,4,-5,-5,2,-1,7,3
N=c1n(CCO)c2ccccc2n1Cc1ccccc1,9,0.9,-5,-10,6,-8,0,7,7
O=C(CN1C(=O)CN=C(c2ccccc2Cl)c2cc(Cl)ccc21)NCc1ccco1,28,0.7,6,-5,1,-2,7,1,6
CCCc1[nH]nc2c1C1(C(=O)N(CC(N)=O)c3ccccc31)C(C(=O)OC)=C(N)O2 (configuration not stated),12,0.9,-12,-12,24,-28,-3,9,4
CC1CCC(NCCc2ccc3c(c2)OCO3)CC1 (configuration not stated),-12,1.1,15,-6,0,-1,-5,-3,0
CCOC(=O)C1=C(C)OC(N)=C(C#N)C12C(=O)Nc1ccc(C)cc12 (configuration not stated),0,1,-3,-8,-7,5,6,8,-10
C#CCNc1ccncc1S(=O)(=O)NC(=O)NC(C)C,·,·,15,-8,6,-7,9,4,2
O=C1C2CCCN2C(c2ccncc2)N1c1ccc(Cl)c(Cl)c1 (configuration not stated),88*,0.1,1,4,7,-9,2,5,-13
CCN(c1ccc(C(O)(C(=O)OC)C(F)(F)F)cc1)S(=O)(=O)c1ccc(C)cc1 (configuration not stated),45,0.6,-8,-2,-11,12,4,5,2
CCCCc1nc(N2CCNCC2)c(C#N)c2c1CSC(C)(C)C2,39,0.6,-4,-9,18,-23,3,·,5
CCCCn1c(O)c(C(CC)=NCCN2CCCCC2)c(=O)[nH]c1=O,22,0.8,23,0,-8,8,10,6,-5
COCCOC(=O)c1c(N)n(Cc2ccco2)c2nc3ccccc3nc12,·,·,-41,-11,2,-4,30,6,-3
COc1ccc(OC)c(N2C(=O)NC(=O)C(CCc3ccncc3)(CCc3ccncc3)C2=O)c1,·,·,-20,-8,-9,4,4,4,7
COc1ccc(Cn2c(N)c(C(=O)NCc3ccco3)c3nc4ccccc4nc32)cc1OC,79*,0.2,-13,72*,-6,5,31,·,9
Cc1nn(-c2ccccc2)c2c1CC1(C(=O)N(C)C(=O)N(C)C1=O)C1CCCCN21 (configuration not stated),-15,1.1,3,-14,8,-4,8,·,-4
CN(C)Cc1ccccc1OC(=O)N(C)C,5,0.9,-15,-4,2,-1,6,0,-1
Nc1ccccc1C(=O)OC1CSC1,-13,1.1,-13,-5,-2,5,2,5,-6
CC(C)CNC(=O)c1c(N)n(Cc2ccco2)c2nc3ccccc3nc12,30,0.7,-29,2,-9,12,36,6,1
COc1ccc(-n2c(O)c(C(C)=NCCN3CCNCC3)c(=O)[nH]c2=O)cc1,-8,1.1,28,-7,3,-4,-5,3,-14
COc1cc(CN2CC3CC(C2)c2cccc(=O)n2C3)cc(OC)c1OC (configuration not stated),0,1,-14,-8,-12,10,4,6,-9
O=C(C1CCCO1)N1CCC2(CC1)OCCO2 (configuration not stated),1,1,-10,-12,-7,2,3,8,-4
O=c1c2ccccc2nc(-c2ccco2)n1-c1ccncc1,0,1,-2,-10,2,-6,3,5,1
OC(c1ccccc1)(c1ccccc1)C1CCNCC1,60*,0.4,-11,-3,8,-8,-4,2,9
COc1ccc(-c2nc3ccccc3c(=O)n2-c2cccnc2)cc1,12,0.9,-17,-8,-10,13,0,·,5
CC(c1ccc(F)cc1)n1cc(C(=O)NCc2ccc3c(c2)OCO3)nn1 (configuration not stated),4,1,5,-15,-9,6,-1,-1,5
CCN(CC)S(=O)(=O)c1ccc(N=Cc2c(O)n(-c3ccccc3)c(=O)[nH]c2=O)cc1,-4,1,34,-7,-4,4,10,·,-4
Cc1ccc(C(=O)C2CN(C)CC2C(=O)c2ccc(C)cc2)cc1 (configuration not stated),26,0.7,-2,-12,10,-8,8,·,1
Cn1nc(-c2ccc(OCC(=O)N3CCN(Cc4ccccc4)CC3)cc2)c2ccccc2c1=O,79*,0.2,41&6,-5&-9,8&-3,-6&1,5&0,-3&5,2&-6

# Gathered by group, the entries above containing a cyano group.
SMILES,CYP2C9 inh,CYP2C9 activ,PLK1 PBD inh,PLK1 kinase inh,LYP act,LYP inh 2,HIV Rev-RRE inh,Candida biofilm,EphB4 antag
CCOC(=O)C1=C(C)OC(N)=C(C#N)C12C(=O)Nc1ccc(C)cc12 (configuration not stated),0,1,-3,-8,-7,5,6,8,-10
CCCCc1nc(N2CCNCC2)c(C#N)c2c1CSC(C)(C)C2,39,0.6,-4,-9,18,-23,3,·,5

# Profiles, quoted from the list:
# OC(c1ccccc1)(c1ccccc1)C1CCNCC1 across the screens: CYP2C9 inh: 60*; CYP2C9 activ: 0.4; PLK1 PBD inh: -11; PLK1 kinase inh: -3; LYP act: 8; LYP inh 2: -8; HIV Rev-RRE inh: -4; Candida biofilm: 2; EphB4 antag: 9
# CCCCc1nc(N2CCNCC2)c(C#N)c2c1CSC(C)(C)C2 across the screens: CYP2C9 inh: 39; CYP2C9 activ: 0.6; PLK1 PBD inh: -4; PLK1 kinase inh: -9; LYP act: 18; LYP inh 2: -23; HIV Rev-RRE inh: 3; Candida biofilm: ·; EphB4 antag: 5

# Looked up by compound from above, five records:
SMILES,CYP2C9 inh,CYP2C9 activ,PLK1 PBD inh,PLK1 kinase inh,LYP act,LYP inh 2,HIV Rev-RRE inh,Candida biofilm,EphB4 antag
CCCCc1nc(N2CCNCC2)c(C#N)c2c1CSC(C)(C)C2,39,0.6,-4,-9,18,-23,3,·,5
CCCCn1c(O)c(C(CC)=NCCN2CCCCC2)c(=O)[nH]c1=O,22,0.8,23,0,-8,8,10,6,-5
Nc1ccccc1C(=O)OC1CSC1,-13,1.1,-13,-5,-2,5,2,5,-6
CCN(c1ccc(C(O)(C(=O)OC)C(F)(F)F)cc1)S(=O)(=O)c1ccc(C)cc1 (configuration not stated),45,0.6,-8,-2,-11,12,4,5,2
COc1ccc(-n2c(O)c(C(C)=NCCN3CCNCC3)c(=O)[nH]c2=O)cc1,-8,1.1,28,-7,3,-4,-5,3,-14
